OX1R antag-1: OX1R (HCRTR1) antagonists, primary screen, fluorescence, CHO/OX1R cells, Fluo-8 calcium, orexin A; Fluo-8 calcium fluorescence; inhibition, % at 5 µM; 0.43% of 330,000 active; AID 434989, 2010;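 active = inhibition above its plate's threshold, mean inhibition of all tested compounds on the plate plus 3 SD, cut at about 37% in these data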;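 note: 0% = orexin A challenge wells and 100% = SB-334867-A antagonist wells; not every result past the cut was called active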
Target sequence (O43613 whole entry, looked up): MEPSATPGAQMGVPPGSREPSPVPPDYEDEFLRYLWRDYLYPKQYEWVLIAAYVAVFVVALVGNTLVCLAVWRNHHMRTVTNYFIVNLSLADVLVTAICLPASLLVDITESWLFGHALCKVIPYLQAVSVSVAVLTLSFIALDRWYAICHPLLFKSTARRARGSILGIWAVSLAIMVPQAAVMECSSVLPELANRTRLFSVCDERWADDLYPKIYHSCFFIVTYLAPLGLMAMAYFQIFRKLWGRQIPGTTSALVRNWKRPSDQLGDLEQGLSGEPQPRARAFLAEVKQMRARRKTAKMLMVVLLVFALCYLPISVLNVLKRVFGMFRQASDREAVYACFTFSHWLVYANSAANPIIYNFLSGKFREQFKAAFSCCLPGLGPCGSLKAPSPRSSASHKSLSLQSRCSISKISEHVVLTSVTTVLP
OX1R antag-2: antagonists of human orexin 1 receptor (OX1R). AID 485270, 2010. inhibition, % at 6.6 µM. OX1R-expressing cells, FRET antagonist read-out. Orexin/Hypocretin receptor type 1 (Homo sapiens), O43613. 1.8% of 330,000 active; in the data active = inhibition mostly above about 38%, no sharp cut-off; inactive = mostly below about 40%;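 note: 0% = agonist challenge alone and 100% = reference antagonist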
Active calls of the source: *. Hits appear at their usual frequency, and some 2.1% of all compounds hit somewhere here.

SMILES | OX1R antag-1 | OX1R antag-2
O=C(OCC(=O)N1CCCCCC1)c1cccs1 | -18 | 16
S=C(NC1CCCC1)N1CCN(C/C=C/c2ccccc2)CC1 | -19 | 18
CC(=O)C[C@H](O)CC(=O)[C@H]1OC(=O)CCCCCCCCc2ccccc21 | -2 | -2
O=C1CCC(=O)c2oc3ccccc3c2N1 | -13 | 39
O=C1COc2ccc(C(=O)COC(=O)c3ccccc3F)cc2N1 | 3 | 5
Cc1ccc(N2C(=O)CC(Nc3cccc4ccccc34)C2=O)cc1 (centres undefined) | -9 | 16
O=c1c2c3c(sc2nc(N2CCNCC2)n1CCc1ccccc1)CCCCC3 | -16 | 2
Cc1ccc(-n2c(N)c(C(N)=O)sc2=S)c(C)c1 | -6 | 24
Cc1ccc(CN2CCN(Cc3ccco3)CC2)cc1 | -15 | 7
O=Cc1cn(CC(=O)N2CCCCCC2)c2ccccc12 | -11 | 6
Cc1noc(C)c1S(=O)(=O)N1CCC(C(=O)NCCN2CCC(C)CC2)CC1 | -8 | 7
COc1ccccc1-c1nnc(SCC(=O)Nc2cccnc2Cl)n1C | -18 | 5
CC(C)NC(=O)N(C)C[C@@H]1Oc2c(NS(=O)(=O)c3ccccc3)cccc2C(=O)N([C@@H](C)CO)C[C@@H]1C | -9 | 6
CN(C)Cc1c(C(=O)N/N=C/c2ccccc2OCc2ccc(F)cc2)nnn1-c1nonc1N | -3 | 15
COC(=O)c1cn(C(=O)c2ccc(F)cc2)c2ccccc12 | -13 | 7
CN(CCOc1ccccc1)C(=O)c1cc(COc2c(F)cccc2F)on1 | -18 | 9
COc1ccc(CC(=O)Nc2nc(-c3ccc(F)c(F)c3)cs2)cc1OC | 6 | 34
CCOc1nc(NC(=O)NS(=O)(=O)Oc2ccccc2Cl)nc(-c2ccccc2)n1 | -1 | 16
CC(=O)C1=C(C)NC(SCC(N)=O)=C(C#N)C1c1cccnc1 (centres undefined) | -3 | 8
Cc1ccc(NC(=O)C(Nc2cccc(C)c2)c2ccccc2)cc1 (centres undefined) | -27 | 22
Cn1nc(C(=O)OCC(=O)Nc2cccc(S(=O)(=O)N3CCCC3)c2)c2ccccc2c1=O | -3 | 25
CC(C)(C)C1CCC(OC(=O)CN2CCCCC2)CC1 (centres undefined) | -13 | 11
CCOC(=O)c1ccc(N=c2sc(C(=O)OC)cc(=O)n2Cc2ccco2)cc1 | -6 | 8
Cc1cc(Br)cn2ccnc12 | -5 | 3
CC(C)(C)c1cc(C(=O)N/N=C/c2ccc(-c3ccccc3[N+](=O)[O-])o2)n[nH]1 | -3 | 42
CC1CCCCN1CC(=O)Nc1ccccc1Sc1ccccc1 (centres undefined) | -26 | 8
COc1ccc(-c2nc(CS(=O)(=O)CC(=O)NCCc3ccc(C)cc3)c(C)o2)cc1 | -8 | 4
Cc1cc(C(=O)NCC(=O)OC(C(=O)Nc2cc(C(F)(F)F)ccc2Cl)c2ccccc2)ccc1[N+](=O)[O-] (centres undefined) | -14 | 26
COc1ccc(CN(C)C(=O)c2cc(S(=O)(=O)N3CCOCC3)ccc2N2CCCC2)cc1 | -36 | 11
CCc1cc2c(NCC(=O)O)ncnc2s1 | -6 | 1

Some of these compounds in order of molar mass, largest number first:
SMILES | OX1R antag-1 | OX1R antag-2
Cc1cc(C(=O)NCC(=O)OC(C(=O)Nc2cc(C(F)(F)F)ccc2Cl)c2ccccc2)ccc1[N+](=O)[O-] (centres undefined) | -14 | 26
COc1ccc(CN(C)C(=O)c2cc(S(=O)(=O)N3CCOCC3)ccc2N2CCCC2)cc1 | -36 | 11
Cn1nc(C(=O)OCC(=O)Nc2cccc(S(=O)(=O)N3CCCC3)c2)c2ccccc2c1=O | -3 | 25
COc1ccc(-c2nc(CS(=O)(=O)CC(=O)NCCc3ccc(C)cc3)c(C)o2)cc1 | -8 | 4
CC(C)(C)c1cc(C(=O)N/N=C/c2ccc(-c3ccccc3[N+](=O)[O-])o2)n[nH]1 | -3 | 42
CC(C)(C)C1CCC(OC(=O)CN2CCCCC2)CC1 (centres undefined) | -13 | 11
CCc1cc2c(NCC(=O)O)ncnc2s1 | -6 | 1

New compounds follow:
SMILES | OX1R antag-1 | OX1R antag-2
CC1(C)C(=O)N(c2ccccc2F)C(=O)c2ccccc21 | -8 | 18
CC[C@H](C)[C@H](NC(=O)c1ccc(Cl)cc1)C(=O)OCC(=O)c1ccc2c(c1)NC(=O)CO2 | 59* | 20
Cc1cc(C)cc(NC(=O)N(C)Cc2ccccc2)c1 | -8 | 14
C[C@@H](C(=O)N1CCN(Cc2ccc3c(c2)OCO3)CC1)n1nnc2ccccc2c1=O | -20 | 21
CCCc1cc(C(=O)N2CCCC(N3CCN(c4ccccc4C)CC3)C2)n(C)n1 (centres undefined) | -33 | 2
CC(C)Cc1csc(NC(=O)c2ccccc2Cl)c1C(=O)O | -11 | 24
C=C1CCN([C@H](C(=O)NCc2ccc(Cl)cc2)C(C)C)S(=O)(=O)c2ccccc21 | -28 | 19
CCN(CC(=O)Nc1cc(Cl)ccc1C)C(=O)CSCc1ccc(C)cc1 | -15 | 12
CCOC(=O)c1ccc(NS(=O)(=O)c2ccc(SC)cc2)cc1 | 4 | 17
O=C(Cn1cc(C(=O)c2ccco2)c2ccccc21)Nc1ccccc1F | -21 | 25
CN(C)/C(=N\S(=O)(=O)c1ccccc1)c1ccc(F)cc1 | -12 | 2
CC(=O)c1cccc(NC(=O)NC(C)c2ccncc2)c1 (centres undefined) | 1 | 7
CCc1cc(C(=O)OCC(=O)N2CCC(c3ccccc3)=N2)sc1C | 54* | 80*
Cc1ccc(NC(=S)NCCSc2ccc(Cl)cc2)cc1 | -14 | 5
Cc1cccc(NCc2ccccc2OCc2ccccc2F)c1 | -20 | 28

Among those listed so far, these have two or more sulfur atoms:
SMILES | OX1R antag-1 | OX1R antag-2
Cc1ccc(-n2c(N)c(C(N)=O)sc2=S)c(C)c1 | -6 | 24
CCOC(=O)c1ccc(NS(=O)(=O)c2ccc(SC)cc2)cc1 | 4 | 17
Cc1ccc(NC(=S)NCCSc2ccc(Cl)cc2)cc1 | -14 | 5

(continued)
SMILES | OX1R antag-1 | OX1R antag-2
CC1(C)CC(=O)C(C(N)=NC(=O)c2ccc([N+](=O)[O-])cc2)=C(O)C1 | 2 | 29
Cc1ccn2cc(CCNC(=O)CC3CCCCC3)nc2c1 | -16 | 11
COc1ccc(CNC(=O)C(C)n2nc(C)c3c(C)n(-c4ccc(C)cc4)nc3c2=O)cc1 (centres undefined) | -18 | 5
O=c1cnc2cc([N+](=O)[O-])ccc2[nH]1 | -5 | 38
CCN(Cc1ccncc1)Cc1cn[nH]c1-c1cc(OC)c(OC)c(OC)c1 | -17 | 21
O=C(c1ccc(F)cc1)N1CCN(c2ncccn2)CC1 | -6 | 31
CC(C)(Oc1ccc(Cl)cc1)C(=O)O/N=C(\N)c1ccncc1 | -36 | 14
COc1ccccc1NC(=O)c1ccc(NC(=O)CN2CCN(C(=O)c3ccco3)CC2)cc1 | -25 | 5
CC1(C)Cc2cccc(C(=O)NCc3ccco3)c2O1 | -33 | 12
COC1=C(Nc2ccc(C)cc2)C(=O)c2ccccc2C1=O | -13 | 22
Cn1c(=O)[nH]c(=O)c2c1nc(N1CCCC1)n2CCCSc1nnnn1-c1ccccc1 | -22 | 5
CC(=O)N1CCCc2cc(S(=O)(=O)Nc3ccc(C)cc3C)ccc21 | -20 | 13
CCOC(=O)C1(Cc2cccc(Cl)c2)CCCN(C(=O)CCN2CCCC2=O)C1 (centres undefined) | -12 | 39
C=C(C)c1cccc(C(C)(C)NC(=O)N2CCN(c3ncccn3)CC2)c1 | -25 | 0
C=C1C(=O)[C@@]23[C@H](O)C[C@@H]4C(C)(C)CC[C@H](O)[C@]4(C)[C@@H]2C[C@H](O)[C@@H]1[C@H]3O | -12 | 12
CC(=O)c1c(C)[nH]c(C(=O)OCC(=O)c2c[nH]c3ccccc23)c1C | 21 | 12
COCCCn1c(C2CCCCC2)nc2oc3cc(OC)ccc3c(=O)c2c1=O | -4 | -2
Cn1nccc1NC(=O)Nc1cccc(Cl)c1 | 0 | 9
c1ccc(CC2CCN(c3nnnn3-c3ccccc3)CC2)cc1 | -1 | 33
CCOC(=O)CSc1nnc(CNC(=O)c2cccs2)n1CCc1ccccc1 | -30 | 6
O=C(O)c1ccc(S(=O)(=O)c2ccc3c(c2)C(=O)N(c2ccccc2[N+](=O)[O-])C3=O)cc1 | 0 | 6
CCCCC/S(CC1CC1(Cl)Cl)=N\S(=O)(=O)c1ccc(C)cc1 (centres undefined) | -37 | 22
COCC(=O)Nc1nc2ccc(S(C)(=O)=O)cc2s1 | -5 | 14
Cc1cc(C)nc(-n2ncc3c2CC(c2ccccc2)CC3=O)n1 (centres undefined) | -27 | 17
CCOC(=O)c1ccc(N2C(=O)C3C(/C=C/c4ccccc4)OC4(C(=O)c5ccccc5C4=O)C3C2=O)cc1 (centres undefined) | -7 | 20
O=S(=O)(/C=C/c1ccccc1)NCc1ccccc1Cl | -7 | 54
COc1ccccc1C(=O)Nc1ccnn1C1CCN(C(C)CSC)CC1 (centres undefined) | -29 | 3
COc1cc(OC)cc(-c2c(-c3ccc(F)cc3)c3cc(-c4cnc(OC)nc4)ccc3n2C)c1 | -22 | 16
Cc1cc2oc(=O)cc(Cn3ccnc3)c2cc1Cl | -11 | 2
COc1ccc(CNC(=O)Nc2cc(C)ccc2C)cc1 | -10 | 30
CCOC(=O)N1CCN(CCC(=O)Nc2ccc(OC)cc2)CC1 | -9 | 6
O=C(CN1C(=O)c2cccnc2Oc2ccc(Cl)cc21)NCCCc1ccccc1 | -21 | 28
COc1ccc(Cl)cc1NC(=O)C(=O)N/N=C/c1cc(C)n(-c2ccc(C)cc2)c1C | -39 | 7
N/C(CSc1ccc(Cl)cc1)=N\S(=O)(=O)c1ccc(Cl)cc1 | -27 | 11
C(=N\Nc1nc(-c2ccccn2)nc2ccccc12)/c1ccccc1 | 31 | 12
CC(=O)c1ccc(N2CCN(CC(O)COC(c3ccccc3)c3ccccc3)CC2)cc1 (centres undefined) | -25 | 3
CCC(C)n1c(=N)c(C#N)cc2c(=O)n3cc(C)ccc3nc21 (centres undefined) | -10 | 9
CC(C)C[C@H](NC(=O)c1[nH]cnc1C(=O)Nc1ccccc1)C(=O)OC(C)(C)C | -48 | 25
COc1ccc(CN(CC(=O)NCc2ccc(F)cc2)C(=O)CCC(=O)Nc2cc(C)ccn2)cc1 | -25 | 47
O=C(Nc1ccc(C(=O)O)cc1)/C(=C\c1ccco1)NC(=O)c1ccccc1Cl | 2 | 19
CC1CCCC(C)N1C(=O)COC(=O)c1ccc2ccccc2n1 (centres undefined) | -7 | 12
CC(=O)C1=C(c2ccccc2)NC(=O)NC1c1cccs1 (centres undefined) | 1 | -4
COc1cc(/C=N/OCC(=O)Nc2cc(C)cc(C)c2)ccc1OCc1ccc(Cl)cc1 | -7 | 24
Cc1cc2cc(C)c(NCCNC(=O)c3cccc(F)c3)nc2cc1C | -26 | 24
Cc1ccc(SCCC(=O)N2CCN(S(=O)(=O)c3ccccc3)CC2)cc1 | -7 | 4
CC[C@@]12C(=O)N(c3cccc(Cl)c3)C(=O)N1[C@H](c1cccc(C)c1)[C@@H]1C(=O)N(Cc3ccccc3)C(=O)[C@@H]12 | -26 | 0
CCOC(=O)CCc1nc2ccccc2[nH]1 | 3 | -1
Cc1ccc(S(=O)(=O)N2CCN(C(=O)COC(=O)c3oc4ccccc4c3C)CC2)cc1 | -34 | 12
O=C(COC(=O)CCc1ccccc1)Nc1cc(S(=O)(=O)N2CCOCC2)ccc1N1CCCC1 | -31 | 4
CC(C)(C)NC(=O)C1CCN(c2ccc(S(=O)(=O)N3CCOCC3)cc2Cl)CC1 | -3 | 16
COc1ccc(Cl)c(Cn2c(NCCCN(C)C)nc3c2c(=O)n(C)c(=O)n3C)c1 | -39 | 5
O=C(OCC(=O)N1CCN(C(=O)c2ccco2)CC1)c1ccccc1Cc1ccccc1 | -26 | 29
O=C(CS(=O)(=O)c1ccccc1)Nc1ccc(Br)cn1 | -12 | 8
CCCN1CCC(=NNC(=O)CSc2cc(C)c(Br)cc2C)CC1 | -26 | 15
O=C(Nc1cccc(S(=O)(=O)N2CCCCC2)c1)C1CC(=O)N(c2ccc3c(c2)OCCO3)C1 (centres undefined) | -27 | -4
COc1cccc(-c2csc3nc[nH]c(=O)c23)c1 | -16 | 31
CN1CCN(C(=O)CSc2cc(=O)n(C)c3ccccc23)CC1 | 3 | 4
Cc1ccc(-n2c(SCC(=O)NCc3ccco3)nc3sc4c(c3c2=O)CC(C)(C)SC4)cc1 | -21 | 2
O=C(N/N=C/c1ccco1)C12CC3CC(CC(C3)C1)C2 | 4 | 13
NC(=O)c1ccc(NC(=O)CSc2nnc(-c3ccccn3)n2N)cc1 | 5 | 12
CC(C)c1ccc(S(=O)(=O)N2CCN(C(=O)c3cccc(F)c3)CC2)cc1 | -7 | -2

Reformatted: entries from further up
mol	OX1R antag-1	OX1R antag-2
O=C(COC(=O)CCc1ccccc1)Nc1cc(S(=O)(=O)N2CCOCC2)ccc1N1CCCC1	-31	4
CC(C)(C)NC(=O)C1CCN(c2ccc(S(=O)(=O)N3CCOCC3)cc2Cl)CC1	-3	16
COc1ccc(Cl)c(Cn2c(NCCCN(C)C)nc3c2c(=O)n(C)c(=O)n3C)c1	-39	5
O=C(OCC(=O)N1CCN(C(=O)c2ccco2)CC1)c1ccccc1Cc1ccccc1	-26	29
O=C(CS(=O)(=O)c1ccccc1)Nc1ccc(Br)cn1	-12	8
CCCN1CCC(=NNC(=O)CSc2cc(C)c(Br)cc2C)CC1	-26	15
O=C(Nc1cccc(S(=O)(=O)N2CCCCC2)c1)C1CC(=O)N(c2ccc3c(c2)OCCO3)C1 (centres undefined)	-27	-4

Screening results from PubChem.
